D1 potentiator: Potentiators of Human D1 Dopamine Receptor: qHTS | 360,000 tested, 0.036% active | potentiation, % at 10 µM | HEK293 TREx D1 cells, calcium flux, dopamine EC20 potentiation | AID 504651, 2011; in the data active = potentiation above about 30%; note: 0% is about no effect
D1 antag: Antagonist of Human D 1 Dopamine Receptor: qHTS | HEK293 TREx D1 cells, calcium flux, dopamine EC80; hits give low values | AID 504652, 2011 | D(1A) dopamine receptor (Homo sapiens), P21728 | activity change, negative = inhibition, % at 10 µM | 360,000 tested, 3.2% active; in the data active = activity change below about -30%; note: % is set by controls: 0 for no effect and ±100 for the full control effect
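Inducible Hek293 Trex D1 cells (tetracycline, overnight, 30 C). Calcium dye 30–90 min RT. Antagonist mode: EC80 dopamine added after 180 s compound read.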
D1 ag: Allosteric Agonists of the Human D1 Dopamine Receptor: qHTS; HEK293 T-REx D1 cells, calcium flux, agonist mode; D(1A) dopamine receptor (Homo sapiens), P21728; AID 504660, 2011; activation, % at 2 µM; 360,000 tested, 1% active; in the data active = activation above about 30%; note: 0% is about no effect
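Inducible HEK293 T-REx D1 cells, force-coupled to calcium signalling, were plated at 4000 cells/well with tetracycline and held overnight at 30 C. After no-wash calcium dye loading, compound-evoked calcium rise over 180 s flagged agonists.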
D2 PAM: HTS Assay for Positive Allosteric Modulators of the Human D2 Dopamine Receptor: Primary Screen for Potentiators; potentiation, % at 10 µM; HEK293 T-REx D2, calcium flux, EC20 dopamine potentiation; 340,000 tested, 0.34% active; AID 485347, 2010;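 active = potentiation over 3 SD above the plate norm, cut at about 30% in these data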; note: 0% is about no effect
Target sequence (P14416 whole entry, looked up): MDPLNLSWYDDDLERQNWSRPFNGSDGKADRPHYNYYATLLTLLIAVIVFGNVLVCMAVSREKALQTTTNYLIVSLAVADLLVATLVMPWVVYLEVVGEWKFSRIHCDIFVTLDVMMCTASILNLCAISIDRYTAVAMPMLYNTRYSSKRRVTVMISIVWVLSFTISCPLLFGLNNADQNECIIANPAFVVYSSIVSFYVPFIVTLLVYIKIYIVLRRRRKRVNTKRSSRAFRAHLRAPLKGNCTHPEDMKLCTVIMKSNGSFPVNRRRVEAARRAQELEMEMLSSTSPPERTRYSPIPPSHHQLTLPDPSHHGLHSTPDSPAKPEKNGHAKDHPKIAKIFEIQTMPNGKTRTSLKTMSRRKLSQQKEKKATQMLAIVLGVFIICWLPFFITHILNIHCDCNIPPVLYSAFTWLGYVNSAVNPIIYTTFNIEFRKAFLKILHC
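Primary screen. Calcium kinetics in induced HEK293 T-REx D2 cells: compound pre-addition 180 s, EC20 dopamine, 180 s more.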
Vif-A3F inh: qHTS for Inhibitors of Vif-A3F Interactions: qHTS; Potency, µM (top dose mostly 46.1 µM), for inactives: top-dose activity, negative = active; 390,000 tested, 0.2% active; HeLa A3F-eYFP + Vif (tagged APOBEC3F with the HIV-1 protein that degrades it), YFP fluorescence increase; note: potency is the fitted concentration of half-maximal effect; % of control where 0% means no effect; nearly all actives have a fitted effect of over 65% in size
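HeLa cells stably expressing Vif plus C-terminally eYFP-tagged A3F were seeded, incubated overnight at 37 deg C, dosed with compound, incubated overnight again at 37 deg C. Yellow fluorescence (Ex 488/Em 500-530) reported blocked Vif-mediated A3F-eYFP degradation.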
RXFP1 antag: qHTS Assay for Antagonists of the Relaxin Receptor RXFP1; HEK293-RXFP1, relaxin-stimulated cAMP HTRF, 30 min; hits give low values; Relaxin receptor 1 (Homo sapiens), Q9HBX9; 350,000 tested, 0.59% active; activity change, negative = inhibition, % at 57.5 µM;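 active = activity change of -60% or lower, but not beyond a set lower limit; inconclusive = change between -60% and -40%, or beyond the set limit; inactive = change above -40%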; note: % is set by controls: 0 for no effect and ±100 for the full control effect
GRP78 ERSR act: qHTS for Inducers of the Endoplasmic Reticulum Stress Response (ERSR) in Human Glioma: qHTS. 420,000 tested, 0.02% active. AID 602332, 2012. Potency, µM, inactives show at the highest dose activation, actives largely listed as activators. U87-MG GRP78 promoter luciferase reporter, 16 h; note: potency is the fitted concentration of half-maximal effect; series mostly up to about 76 µM; % of control where 0% means no effect; nearly all actives have a fitted effect of over 35% in size
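Stably transfected U87-MG glioma cells carrying a GRP78-based luciferase sensor; 16 h compound incubation. Luminescence end-point read 10 min after Bright-Glo addition at room temperature.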
RXFP1 agonist: qHTS Assay for Agonists of the Relaxin Receptor RXFP1; Potency, µM (doses to about 57.5 µM), for the others: at the top dose activation, usual class: activators; 370,000 tested, 0.3% active; HEK293T-RXFP1 cAMP TR-FRET, 30 min; response scale: percent of porcine relaxin response, buffer zero; note: potency is the fitted concentration of half-maximal effect; % is set by controls: 0 for no effect and ±100 for the full control effect; nearly all actives have a fitted effect of over 60% in size; many of its hits are not listed in these tables
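HEK293 cells stably expressing RXFP1, treated 30 min at 37C with compounds plus PDE4 inhibitor Ro 20174; cAMP measured by HTRF TR-FRET. Normalized to buffer and 29 nM porcine relaxin; EC50 by Hill fit.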
Vif-APOBEC3G blk: qHTS for Inhibitors of Vif-A3G Interactions: qHTS; DNA dC->dU-editing enzyme APOBEC-3G (Homo sapiens), Q9HC16; HeLa A3G-eYFP + Vif (tagged APOBEC3G with the HIV-1 protein that degrades it), YFP fluorescence, overnight; Potency, µM (titrated, usually from 46.1 µM), inactives show at the top dose activity, negative = active, actives largely listed as inhibitors; 410,000 tested, 0.076% active;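 note: potency is the fitted concentration of half-maximal effect; % is set by controls: 0 for no effect and ±100 for the full control effect; nearly all actives have a fitted effect of over 60% in size; hits raise eYFP signal because A3G escapes Vif-driven loss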
Target sequence (Q9HC16 whole entry, looked up): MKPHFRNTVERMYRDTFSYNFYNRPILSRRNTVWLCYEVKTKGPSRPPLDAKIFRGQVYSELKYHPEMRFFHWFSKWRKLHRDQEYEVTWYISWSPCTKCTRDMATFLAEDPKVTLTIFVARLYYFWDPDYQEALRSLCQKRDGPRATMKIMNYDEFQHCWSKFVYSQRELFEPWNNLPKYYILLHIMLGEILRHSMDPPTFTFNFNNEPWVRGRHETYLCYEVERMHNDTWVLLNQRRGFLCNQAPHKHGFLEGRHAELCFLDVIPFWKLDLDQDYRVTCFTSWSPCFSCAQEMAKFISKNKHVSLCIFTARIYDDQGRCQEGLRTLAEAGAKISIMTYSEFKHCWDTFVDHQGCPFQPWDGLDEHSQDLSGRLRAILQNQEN
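HeLa cells stably expressing Vif and C-terminally eYFP-tagged A3G, seeded overnight at 37 deg C, then exposed to compound by pintool overnight at 37 deg C. Rise in yellow fluorescence (Ex 488/Em 500-530, Acumen) marks blocked Vif-driven A3G degradation.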
An asterisk follows results filed as active; ? = inconclusive; · = not tested or not shown. Unless noted, calls come from the whole dose curve; as a rule, active = well fitted curve in the direction sought with a large enough effect; inconclusive = small, poorly fitted or top-dose-only effect, or another doubt; inactive = no such curve, though single readings can be large; an effect the other way counts as inactive or inconclusive. These rows are one share of the data; the hit share may differ from the screen's.

molecule | D1 potentiator | D1 antag | D1 ag | D2 PAM | Vif-A3F inh | RXFP1 antag | GRP78 ERSR act | RXFP1 agonist | Vif-APOBEC3G blk
CC(=O)NC(CC(=O)Nc1ccc(S(=O)(=O)N2CCCCC2)cc1)c1ccccc1 (configuration not stated) | -7 | 1 | 5 | 5 | -1% | -5 | -4% | -1.0% | 1%
COc1ccc(OC)c(NC(=O)Cn2cnc3c(cnn3-c3ccccc3)c2=O)c1 | -3 | -14 | 2 | -7 | 2% | · | -2% | 0.5% | -9%
O=C(NCc1ccc(/C=N\NC(=O)C(=O)Nc2ccccc2Br)o1)C(=O)Nc1ccccc1 | -2 | 10 | 2 | 1 | 1% | 2 | 3% | -0.5% | -8%
COC(=O)c1nnn(-c2cccc(Cl)c2)c1C(=O)OC | -3 | 3 | 1 | 5 | 13% | 14 | -1% | -0.1% | -12%
O=C(Nc1ccc(C(=O)N2CCCC2)cc1)c1ccc(F)cc1Cl | -2 | 4 | 4 | 0 | 7% | -2 | -4% | 0.1% | -3%
O=C(N=C1SC2CS(=O)(=O)CC2N1c1ccc(F)c(Cl)c1)C1CCCO1 (configuration not stated) | -1 | -6 | 0 | -2 | -5% | -2 | -5% | 2.8% | 0%
O=c1oc2cc(OCc3c(F)cccc3Cl)ccc2cc1-c1ccccn1 | -1 | 1 | -1 | 10 | -6% | -2 | 3% | -0.5% | -4%
COc1ccc(Cc2nnc(CCc3ccccc3)s2)cc1 | -2 | 2 | 4 | 5 | ? | -5 | 2% | -0.7% | 11%
COc1ccc(C(=O)c2cccc(C(=O)c3ccc(OC)c(C)c3)c2)cc1C | -2 | 2 | 1 | 0 | -7% | -6 | 0% | 3.0% | 0%
O=C(COc1ccccc1)N1CCN(S(=O)(=O)c2ccc(Br)cc2)CC1 | 0 | -26 | 9 | -7 | 1% | -18 | -5% | -2.7% | -3%
CCOC(=O)C1CCN(C(=O)COC(=O)c2ccc(=O)n(Cc3ccccc3)n2)CC1 | -4 | -26 | 1 | -4 | 4% | -3 | -5% | 0.3% | -1%
CCCOC(=O)c1ccc(-c2c(C)noc2-c2ccc(OC)cc2O)o1 | -4 | -8 | 9 | 25 | · | -19 | -8% | 0.0% | 0%
Cc1ccsc1C(=O)Nc1cc(C(C)(C)C)nn1-c1ccccc1 | -6 | 0 | -1 | -11 | -7% | -20 | -1% | 0.9% | -2%
Cc1sc(NC(=O)c2cc(-c3ccc(Cl)cc3)nc3ccccc23)c(C(N)=O)c1C | -1 | 0 | 2 | -5 | ? | -10 | -5% | 3.0% | -6%
CCCC(C)NC(=O)C1CCN(S(=O)(=O)c2ccccc2)CC1 (configuration not stated) | 0 | -8 | 2 | 7 | 3% | 2 | -3% | -0.4% | 2%
COc1cc(Cl)c(C)cc1NC(=O)CSc1cc(-c2ccccc2)nc(C)n1 | -2 | -7 | 2 | -17 | 5% | -6 | -1% | 0.9% | -1%
C=CCn1c(SCC(=O)Nc2ccc(F)cc2)nc2ccccc2c1=O | 1 | -28 | 3 | 7 | -1% | 1 | -1% | 2.0% | 2%
C=CC(=O)Nc1ccc(Br)cc1 | -5 | -16 | -2 | -8 | 1% | -9 | 0% | 0.2% | -13%
COc1ccc(CCNC(=O)/C=C/c2ccco2)cc1 | -5 | -23 | 4 | -1 | -2% | · | 2% | -0.6% | -5%
Cc1ccc(NC(=O)CSc2ncn[nH]2)cc1 | -6 | 9 | 0 | -4 | -2% | 5 | -1% | -4.4% | -3%
Cc1cc(C)nc(SCC(=O)Nc2nc(-c3ccccc3)c(-c3ccccc3)o2)n1 | -12 | -19 | 3 | 9 | -6% | -20 | -1% | -1.5% | -1%
COC(=O)c1ccccc1NC(=O)C1CCCN(c2ncnc3onc(C)c23)C1 (configuration not stated) | -1 | 1 | 4 | 2 | -11% | -7 | 1% | -1.5% | 3%
Cc1ccccc1CN1c2ccccc2-c2nc(SCC(=O)NCCc3ccccc3)ncc2S1(=O)=O | -4 | 8 | 2 | 8 | 0% | 4 | -5% | 6.3% | -2%
O=C(c1ccc(CS(=O)(=O)Cc2ccc(Cl)cc2)o1)N1CCCC1 | 2 | -7 | 3 | 12 | 3% | 17 | -3% | 2.2% | 1%
CCC(C)[C@H]1CNC(=S)N1CCC12CC3CC(CC(C3)C1)C2 (some centres not stated) | 8 | -3 | 5 | 12 | -5% | · | -2% | 0.0% | 0%
O=C(CNC(=O)c1ccc(-c2ccccc2)cc1)OCc1ccc(Cl)cc1 | -15 | 4 | 1 | 16 | 8% | -12 | -5% | 2.6% | -1%
C=CCn1c(SCC(=O)Nc2ccc(-c3nc4ccc(C)cc4s3)cc2)nnc1-c1ccccc1 | -8 | 17 | 1 | 2 | -24% | -20 | -6% | 19% | -8%
CCN1CCN(CCC(=O)Nc2cc(OC)ccc2OC)CC1 | 0 | 4 | -4 | · | 0% | -4 | -3% | -1.4% | 2%
CCC1(CC)NC(=O)N(CC(=O)OCC(=O)c2ccccc2OC)C1=O | -3 | -6 | 1 | -7 | 9% | 4 | -2% | 0.4% | -4%
Cc1cc(=O)[nH]c(N=N/C(=N/Nc2ccccc2C)c2ccccc2)n1 | -5 | -11 | -2 | 17 | 5% | -15 | -3% | -0.8% | -12%
CCN(C(=O)Nc1cn(CC(C)C)c(=O)c2ccccc12)c1cc(C)ccc1C | -2 | -4 | 1 | -1 | -1% | · | -2% | 1.4% | -6%
Cc1ccc2c(NC(=S)NC(=O)c3ccccc3)cccc2n1 | -1 | 9 | 8 | -3 | ? | -1 | 3% | 1.0% | 1%
CC(=O)Nc1ccc(S(=O)(=O)Oc2cccc(/C=C3\SC(N)=NC3=O)c2)cc1 | -3 | -1 | 7 | · | -7% | -19 | 4% | 0.0% | 0%
COc1ccc(-c2nnc(SC(C)C(=O)NNC(=O)c3ccc(C)cc3)o2)cc1 (configuration not stated) | -6 | 5 | 3 | -2 | -2% | 1 | -2% | 0.0% | -1%
COC(=O)C(=O)/C=C(\O)c1c(C)cc(C)cc1C | -2 | 8 | 2 | -3 | -4% | -3 | -1% | -0.5% | -3%
CN(Cc1ccccc1N1CCCC1)C(=O)c1cc2cc(Cl)ccc2o1 | -5 | 22 | 2 | 10 | 7% | -15 | -1% | -2.1% | 1%
COc1ccccc1OCC(=O)Nc1ccc(S(=O)(=O)Nc2nc(C)cc(C)n2)cc1 | -1 | -12 | 1 | -7 | 1% | 19 | -5% | 1.5% | 3%
O=C(O)/C(=C\c1ccco1)NC(=O)c1ccc(Br)o1 | · | · | · | · | 8% | 1 | -3% | · | 5%
O=C(NNC(=O)c1cnccn1)c1ccc(Cl)c(Cl)c1 | 2 | 3 | 0 | 2 | -3% | -7 | 0% | 4.1% | 6%
CC(C)[C@H](NC(=O)C1CCN(S(=O)(=O)c2ccccc2)CC1)C(=O)NCc1ccccn1 | 4 | 5 | 0 | 8 | 3% | -11 | -4% | -0.6% | 3%
CN(C(=O)CN1CCN(c2cnn(-c3ccccc3)c(=O)c2Cl)CC1)C1CCS(=O)(=O)C1 (configuration not stated) | -7 | 2 | 0 | -4 | -12% | 4 | -4% | 0.1% | 3%
COCCC(=O)N1CCC(Oc2ccc(C(=O)N3CCCCC3COC)cc2)CC1 (configuration not stated) | 4 | 0 | 0 | 14 | -23% | 8 | -1% | -0.2% | 2%
Cc1c(Cl)cccc1NC(=O)CSc1ncnc2c1cnn2CCc1ccccc1 | 1 | 4 | 0 | -17 | 7% | 2 | 2% | 0.6% | 9%
CN(Cc1ccccc1)C(=O)c1cccc(C(=O)N(C)Cc2ccccc2)c1 | -2 | -2 | 1 | -3 | -6% | 8 | -1% | 0.1% | -4%
O=C(CNC(=O)c1ccccc1F)OCCOc1cccc(Cl)c1 | 0 | -23 | -1 | 4 | 11% | -24 | -6% | 0.0% | 0%
Cc1cc(C)n(C(=O)CNC(=O)Cc2ccccc2)n1 | 1 | 6 | 2 | -4 | 3% | -19 | -1% | 1.3% | 2%
Cc1ccc(S(=O)(=O)N2CCN(C(=O)NCc3ccc(C(=O)O)cc3)CC2)cc1 | -2 | -10 | 1 | -2 | 0% | 4 | 4% | 1.2% | 3%
CCCCN(C)CCCNC(=O)c1ccc(N2CCCC2=O)cc1 | -2 | 2 | -2 | · | 3% | -7 | 2% | 0.6% | 1%
CCNC(=S)N/N=C(\C)c1ccc2ccccc2c1 | 2 | 17 | -5 | 8 | · | · | · | 0.7% | ·
O=C(/C=C\N1CCOCC1)c1ccc(Br)cc1 | -10 | -5 | -4 | 3 | 13% | -33 | 2% | -1.1% | 2%

Three of the entries above in order of their number in D1 ag, highest first:
canonical_smiles	D1 ag
O=C(NNC(=O)c1cnccn1)c1ccc(Cl)c(Cl)c1	0
O=C(CNC(=O)c1ccccc1F)OCCOc1cccc(Cl)c1	-1
CCCCN(C)CCCNC(=O)c1ccc(N2CCCC2=O)cc1	-2

Further compounds follow.
molecule | D1 potentiator | D1 antag | D1 ag | D2 PAM | Vif-A3F inh | RXFP1 antag | GRP78 ERSR act | RXFP1 agonist | Vif-APOBEC3G blk
CCOC(=O)CC1C(=O)NCCN1C(=O)Nc1ccccc1 (configuration not stated) | -1 | 3 | 2 | · | 1% | -2 | -4% | 2.0% | -2%
O=C(NC(=S)NCCc1ccccc1)c1ccco1 | 0 | -14 | 0 | 2 | ? | -15 | 8% | 1.9% | -3%
O=C(Cn1nc(C(=O)O)c2ccccc2c1=O)NC12CC3CC(CC(C3)C1)C2 | 0 | 0 | 2 | 3 | 2% | -1 | 0% | -0.7% | 1%
CN1C(=O)C(CC(=O)NC2CCCCC2)N(C)C1=O (configuration not stated) | -3 | -9 | 6 | -3 | -6% | 1 | 1% | 0.1% | 2%
